High-throughput results deposited in PubChem BioAssay by National Center for Advancing Translational Sciences (NCATS).
HP1b chromo inh = inhibitors of HP1-beta chromodomain binding to methylated histone tails | P83916 | AlphaScreen HP1-beta / biotin-H3K9me3 peptide binding | Potency, µM (doses to about 114 µM), without a hit: at the highest dose activity change, negative = inhibition, hits mostly inhibitors | hit rate 0.56% among 390,000; also: potency is read from the fitted curve at half-maximal effect; nearly all actives have a fitted effect of over 70% in size; inactives centre near 23
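Compound inhibition of the preformed complex between 50 nM HP1-beta and 50 nM biotinylated H3K9me3 peptide was read by AlphaScreen. Buffer was PBS pH 7.4 with 0.01% Tween-20. Incubations ran 30 min at room temperature, with 10 ug/mL donor/acceptor beads.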
PGK inhibitor = T. brucei PGK inhibition. PGK/GAPDH coupled, Kinase-Glo luminescence, 60 min. Potency, µM (highest dose often 57.5 µM), inactives show top-dose activity change, negative = inhibition, hits mostly inhibitors. hit rate 0.043% among 380,000; also: potency is read from the fitted curve at half-maximal effect; % is scaled to controls: 0 for no effect and ±100 for the full control effect; nearly all actives have a fitted effect of over 60% in size
Target sequence (P07378 whole entry, looked up): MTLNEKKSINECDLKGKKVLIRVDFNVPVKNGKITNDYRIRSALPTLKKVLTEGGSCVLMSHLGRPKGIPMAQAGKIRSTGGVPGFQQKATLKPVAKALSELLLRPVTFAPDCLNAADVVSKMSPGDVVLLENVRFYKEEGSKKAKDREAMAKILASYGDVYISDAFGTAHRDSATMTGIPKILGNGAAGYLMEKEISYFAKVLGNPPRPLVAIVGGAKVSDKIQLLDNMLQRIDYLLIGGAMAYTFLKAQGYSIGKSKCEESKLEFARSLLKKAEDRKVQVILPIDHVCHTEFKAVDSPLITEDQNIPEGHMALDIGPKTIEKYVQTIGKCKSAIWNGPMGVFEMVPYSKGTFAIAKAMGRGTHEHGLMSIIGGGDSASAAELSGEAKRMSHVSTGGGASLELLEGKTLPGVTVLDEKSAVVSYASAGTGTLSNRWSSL
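Luminescent ATP detection (Kinase-Glo Plus) follows a 60-minute room-temperature incubation, with wells lacking PGK as controls. Buffer: 100 mM TEA (pH 7.6), 5 mM MgCl2, 0.01% Tween-20. Coupling enzyme GAPDH (100 nM final) supplies unstable 1,3-BPG in-well.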
TrxR1 substrate = rat thioredoxin reductase 1 substrate activity; purified TrxR1 substrate turnover, NADPH consumption readout; Potency, µM (titrated, usually from 114 µM), for the others: top-dose activity change, negative = substrate turnover; hit rate 0.01% among 390,000; AID 588456; also: potency is read from the fitted curve at half-maximal effect; % is scaled to controls: 0 for no effect and ±100 for the full control effect; nearly all actives have a fitted effect of over 50% in size
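Rat TrxR1, dispensed at 90 nM, was prereduced with 400 uM NADPH (final) for 5 min at ~22 deg C, then incubated with compound 15 min before 400 uM selenite. A first-read NADPH fluorescence drop versus no-compound background flagged substrates.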
USP1-UAF1 inh = blocks the human USP1/UAF1 deubiquitinase complex. O94782. recombinant USP1/UAF1, Ub-Rhodamine cleavage fluorescence. Potency, µM (doses to about 57.1 µM), for inactives: top-dose activity change, negative = inhibition, hits mostly inhibitors. hit rate 0.23% among 390,000; also: potency is read from the fitted curve at half-maximal effect; % is scaled to controls: 0 for no effect and ±100 for the full control effect; nearly all actives have a fitted effect of over 60% in size; inactives centre near -12
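Step one: compound is pinned into 1nM USP1/UAF1 in HEPES pH 7.8 buffer with TCEP. Step two: 15 min room-temperature incubation. Step three: Ub-Rho (150nM final) starts cleavage, tracked by fluorescence over six one-minute reads.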
TrxR1 inh = inhibitors of rat thioredoxin reductase 1; AID 588453; recombinant rTrxR1, NADPH fluorescence consumption, selenite substrate; Potency, µM (highest dose often 114 µM), without a hit: at the top dose activity change, negative = inhibition, usual class: inhibitors; O89049; hit rate 1% among 390,000; also: potency is read from the fitted curve at half-maximal effect; % is scaled to controls: 0 for no effect and ±100 for the full control effect; nearly all actives have a fitted effect of over 65% in size
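Rat TrxR1 (90 nM in the dispensed reagent) was pre-reduced with 400 uM NADPH for 5 min at room temperature, then incubated with compound for 15 min. After 400 uM selenite was added, NADPH fluorescence (Ex 340/Em 450 nm) was followed for 8 min.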
IDH1 R132H inh = inhibitors of human mutant IDH1 R132H; hit rate 0.093% among 390,000; O75874; Potency, µM (series often up to 76.6 µM), inactives show at the highest dose activity change, negative = inhibition, actives largely listed as inhibitors; IDH1-R132H enzyme, NADPH consumption, diaphorase/resazurin fluorescence; also: potency is read from the fitted curve at half-maximal effect; % is scaled to controls: 0 for no effect and ±100 for the full control effect; nearly all actives have a fitted effect of over 65% in size
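IDH1-R132H (0.5 ug/mL dispensed) in pH 7.5 Tris buffer was preincubated 30 min with compound, then given a substrate mix of 0.016 mM NADPH and 2 mM alpha-KG for 80 min at room temperature; remaining NADPH was read by diaphorase/resazurin fluorescence.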
GLS inh = blocks human kidney-isoform glutaminase activity; O94925; GLS enzymatic activity, qHTS titration; Potency, µM (series often up to 45.5 µM), for the others: at the top dose activity change, negative = inhibition, usual class: inhibitors; hit rate 0.21% among 410,000; AID 624170; also: potency is read from the fitted curve at half-maximal effect; % is scaled to controls: 0 for no effect and ±100 for the full control effect
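Assay buffer: 45 mM KH2PO4 pH 8.2, 0.02% Tween-20. hKGA acts on L-glutamine (1 mM solution added); product glutamate is reported by an oxidase/peroxidase Amplex Red coupling, with fluorescence taken at baseline and 30 min.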
Pin1 inhibitor = inhibitors of human Pin1 | Pin1 FP peptide displacement, HiFluor488, 10 min | hit rate 0.009% among 390,000 | Potency, µM (doses to about 115 µM), inactives show at the top dose activity, negative = inhibition, usual class: inhibitors | Q13526; active = well fitted inhibition curve with a large enough effect in the polarisation, with a control signal flat, not every such curve was filed as active; inconclusive = small, poorly fitted or top-dose-only effect, or effect the other way, or a change in a side signal; inactive = no such curve, though single readings can be large or run the other way; the % refers to the polarisation; also: potency is read from the fitted curve at half-maximal effect; % is scaled to controls: 0 for no effect and ±100 for the full control effect
Target sequence (Q13526 whole entry, looked up): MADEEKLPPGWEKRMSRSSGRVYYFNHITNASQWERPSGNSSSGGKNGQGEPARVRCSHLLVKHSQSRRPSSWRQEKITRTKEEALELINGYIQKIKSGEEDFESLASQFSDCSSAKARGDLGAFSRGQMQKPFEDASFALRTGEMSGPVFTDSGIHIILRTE
PI4K2A inh = inhibitors of human PI4K2A | purified PI4K2A, ADP-Glo luminescence, 1 h; hits give low values | activity change, negative = inhibition, % at 76.9 µM | hit rate 0.13% among 420,000; in the data active = activity change below about -50%; inconclusive = mostly about -30% to -49%;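 also: -100% = wells without enzyme as full effect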
Target sequence (Q9BTU6 whole entry, looked up): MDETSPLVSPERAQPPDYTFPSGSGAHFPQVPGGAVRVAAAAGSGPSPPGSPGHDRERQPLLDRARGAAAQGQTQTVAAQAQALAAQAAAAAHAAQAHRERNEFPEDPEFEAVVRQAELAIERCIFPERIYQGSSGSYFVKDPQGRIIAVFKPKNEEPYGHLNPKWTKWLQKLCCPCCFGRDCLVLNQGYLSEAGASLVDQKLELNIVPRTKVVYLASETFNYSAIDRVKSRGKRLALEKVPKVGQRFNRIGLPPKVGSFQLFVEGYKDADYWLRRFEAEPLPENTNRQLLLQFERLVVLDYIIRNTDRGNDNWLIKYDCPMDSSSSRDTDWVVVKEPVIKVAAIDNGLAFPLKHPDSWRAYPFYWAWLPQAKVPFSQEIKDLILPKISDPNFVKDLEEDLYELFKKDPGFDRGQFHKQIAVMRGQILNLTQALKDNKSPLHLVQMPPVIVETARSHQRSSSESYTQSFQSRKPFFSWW
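Compounds are screened against recombinant PI4K2A using PI as substrate and ATP, the latter dispensed at 300 microM. Reactions run one hour at ambient temperature before ADP-Glo detection; full inhibition defined by wells lacking enzyme.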
An asterisk follows results filed as active; i = inactive; ? = inconclusive; . = not tested or not shown; [ ] = another dose, or the depositor's remark. Unless noted, calls follow the shape of the dose curve; as a rule, active = well fitted curve in the direction sought with a large enough effect; inconclusive = small, poorly fitted or top-dose-only effect, or another doubt; inactive = no such curve, though single readings can be large; an effect the other way counts as inactive or inconclusive.

HP1b chromo inh	PGK inhibitor	TrxR1 substrate	USP1-UAF1 inh	canonical_smiles	TrxR1 inh	IDH1 R132H inh	GLS inh	Pin1 inhibitor	PI4K2A inh
24.5%	0.0%	3.8%	-11.5%	CN(C)c1ccc(C(CNC(=O)c2ccccc2Br)c2c[nH]c3ccccc23)cc1 (stereo unspecified)	6.3%	0.0%	-3.2%	-3.7%	-5.9
2.6%	-2.5%	6.4%[57.1 µM]	-7.7%	Cc1cc(NC(=O)Cn2nc(C(F)(F)F)c3c2CCC3)no1	20.3%[57.1 µM]	4.5%	7.2%	3.1%	-17.9
20.2%	-1.1%	3.8%	-15.9%	CC(=O)Nc1ccc(OCC(O)CN2CCN(S(=O)(=O)c3ccc(NC(C)=O)cc3)CC2)cc1 (stereo unspecified)	7.5%	6.1%	-4.9%	-3.5%	-1.8
-7.9%	-2.5%	3.0%	-6.9%	CSCCC(NC(=O)c1ccc(Cl)cc1)C(=O)OCC(=O)Nc1ccc(C#N)cc1 (stereo unspecified)	24.5%	3.1%	-0.1%	8.9%	-4.0
35.2%	-5.4%	-4.6%	-14.7%	Cn1cccc1C(=O)C(=O)Nc1ccccc1C(F)(F)F	13.8%	1.4%	0.0%	0.5%	-3.9
68.2%[activator]	i	-1.3%	-17.6%	COc1cc(C)c(CN2CCC(n3nccc3NC(=O)C3CCOC3)CC2)cc1C (stereo unspecified)	1.6%	7.8%	1.1%	2.4%	-3.3
24.0%	-8.1%	6.7%[57.1 µM]	-23.6%	CCc1ccc(NC(=O)CN2CCCN(S(=O)(=O)c3ccc(F)cc3)CC2)cc1	-59.9%	10.4%	-8.4%	-5.6%	1.7
9.3%	1.5%	0.9%	-1.4%	Cc1cc2c(cc1C)NC(CC(=O)Nc1cccc(Cl)c1)C(=O)N2 (stereo unspecified)	6.8%	0.0%	-2.0%	5.9%	-4.8
26.1%	1.2%	-3.1%	-4.4%	COC(=O)c1cn(CC(=O)NC2CCCCC2)c2ccccc12	-5.8%	-4.2%	6.4%	8.3%	3.8
60.0%[activator]	.	-3.8%	-20.8%	COCC(C)NC(=O)/C=C/c1ccc(OC)cc1 (stereo unspecified)	2.2%	3.1%	-3.6%	3.9%	-1.1

Next section (two carried over from the part before).
HP1b chromo inh	PGK inhibitor	TrxR1 substrate	USP1-UAF1 inh	canonical_smiles	TrxR1 inh	IDH1 R132H inh	GLS inh	Pin1 inhibitor	PI4K2A inh
26.1%	1.2%	-3.1%	-4.4%	COC(=O)c1cn(CC(=O)NC2CCCCC2)c2ccccc12	-5.8%	-4.2%	6.4%	8.3%	3.8
60.0%[activator]	.	-3.8%	-20.8%	COCC(C)NC(=O)/C=C/c1ccc(OC)cc1 (stereo unspecified)	2.2%	3.1%	-3.6%	3.9%	-1.1
43.6%[activator]	0.0%	0.4%	-19.2%	COc1cc(OC)cc(-c2nc3nc(C)c(CCC(=O)Nc4ccc(C)cc4)c(C)n3n2)c1	11.0%	5.2%	5.8%	-1.2%	-2.1
6.4%	-9.5%	-2.5%	-1.2%	COc1ccc(CCCC(=O)NC2CCCCC2)cc1	15.3%	7.4%	8.7%	-4.1%	-0.3
-12.2%	-10.3%	-12.1%	-9.8%	CC(=O)Oc1ccc2c(=O)c(Oc3ccccc3)coc2c1OC(C)=O	-28.4%	5.2%	25.8%	?	-6.7
20.9%	-10.0%	-6.4%	-6.1%	O=C(CN1C(=O)C2C3CCC(C3)C2C1=O)OCC(=O)c1ccccc1 (stereo unspecified)	4.8%	-9.6%	-14.9%	-4.3%	5.3
47.9%[activator]	i	-5.2%	-21.0%	CC(CN1CCCC1)OC(=O)c1cccc(F)c1 (stereo unspecified)	-5.7%	7.8%	-0.9%	-3.1%	-2.2
54.3%[activator]	5.6%	-3.6%	-25.8%	C=CCNc1nc(S(=O)Cc2ccc(C)cc2)nc2c1CCCC2 (stereo unspecified)	-5.2%	-1.4%	0.3%	0.7%	3.6
20.7%	5.2%	3.1%[57.1 µM]	-3.9%	CCN1CCN(C(=O)c2c(-c3ccccc3)noc2C)CC1	4.4%[57.1 µM]	5.7%	-2.4%	3.4%	-0.7
11.7%	-8.6%	2.9%	-17.0%	CCOC(=O)c1c(C)n(C)c2ccc(O)c(CN(CC)CC)c12	3.1%	-0.5%	22.8%	-3.9%	-10.2
12.7%[57 µM]	-6.0%	-1.6%[57.1 µM]	-1.3%	Cc1ccc(Cl)cc1NC(=O)CCCN1C(=O)CCn2nc(-c3cn(C)c4ccccc34)cc21	10.6%[57.1 µM]	10.6%	4.7%	-0.6%	-0.9
-1.3%	-0.8%	4.3%	-14.5%	COc1ccc(NC(=O)CN2C(=O)NC3(CCCC3)C2=O)cc1	10.7%	0.0%	3.6%	-20.9%	4.4
-1.8%	-2.4%	7.1%[57.1 µM]	0.8%	Cc1nn(Cc2ccccc2)c(Cl)c1C(=O)NCc1ccco1	0.3%[57.1 µM]	-5.1%	6.4%	6.4%	-3.7
23.7%	9.4%	-1.4%	-10.3%	Cc1csc(NC(=O)c2c(-c3c(F)cccc3Cl)noc2C)n1	13.7%	-8.6%	1.2%	6.5%	2.6
8.5%	-1.2%	-11.8%	-11.6%	O=C(NCCC1CCCCN1S(=O)(=O)c1cccs1)C(=O)Nc1ccccc1 (stereo unspecified)	-2.3%	7.2%	-7.9%	?	-3.9
27.5%	-2.1%	-7.7%[57.1 µM]	-7.4%	O=C(c1ccc2c(=O)n(C3CCCC3)c(=S)[nH]c2c1)N1CCCCCC1	17.6%[57.1 µM]	9.5%	-4.6%	4.8%	-1.9
20.0%	i	6.3%[57.1 µM]	-4.9%	Cc1nn(C(=O)CNC(=O)c2ccccc2)c(C)c1C	18.0%[57.1 µM]	-7.7%	6.0%	0.8%	-2.5
41.7%[activator]	5.8%	-8.3%	-29.8%	Nc1ncnc(NC2CCS(=O)(=O)C2)c1[N+](=O)[O-] (stereo unspecified)	4.3%	-9.8%	-0.8%	1.9%	-3.3
-9.5%	-8.4%	-10.3%	-3.5%	CN(C)c1ccc(/C=C/c2nc3ccccc3c(=O)n2CCO)cc1	2.6%	-10.4%	3.6%	?	-0.7
46.8%[activator]	4.6%	0.8%	-2.2%	COc1ccc(C(CNC(=O)c2cncc(Br)c2)N(C)C)cc1 (stereo unspecified)	10.0%	-2.3%	19.2%	6.4%	1.8
.	-3.9%	.	-22.8%	CCC(C)c1ccc(O)c(NC(=S)NC(=O)c2cccs2)c1 (stereo unspecified)	.	-11.7%	26.1%	.	2.8
61.9%[activator]	-8.8%	2.0%	-14.3%	Cc1cc(C)nc(SCc2ccc(C(=O)NN=C3CCCC3)cc2)n1	22.7%	-3.5%	14.4%	-3.0%	3.9
26.4%	0.4%	6.6%	-15.6%	CC(=O)NCCC(=O)N1CCc2c([nH]c3ccccc23)C1c1cccc(C)c1 (stereo unspecified)	22.0%[57.1 µM]	1.6%	-6.1%	5.5%	1.7
19.5%	-6.7%	5.9%[11.4 µM]	-10.7%	COc1ccc(-c2coc3cc(OC)cc(O)c3c2=O)cc1	8.2%[11.4 µM]	3.8%	-3.8%	0.9%	0.8
-7.9%	i	5.9%	10.4%	Cc1ccc(N2CC(C(=O)Nc3cccnc3)CC2=O)cc1C (stereo unspecified)	17.4%	-4.1%	2.4%	-5.3%	0.0
61.5%[activator]	0.8%	7.5%	-23.6%	Cn1c(SCc2ccccc2C#N)nnc1-c1ccncc1	43.8%[activator]	-3.3%	-9.0%	-5.1%	4.5
25.6%	-11.0%	3.0%	-15.6%	COC(=O)C(Cc1ccccc1)NC(=O)CSc1nc(C)cc(=O)[nH]1 (stereo unspecified)	15.5%	7.5%	-11.1%	0.4%	-5.0
50.9%[activator]	10.1%	4.1%	?	O=C1C=CC(=O)N1Cc1cccnc1	79.4µM*	-3.3%	-8.0%	-2.4%	-5.7
55.8%[activator]	1.1%	0.9%	-13.4%	O=c1cnn(-c2ccccc2)c(-c2ccccc2)c1	12.8%	7.2%	2.7%	-1.8%	2.8
18.5%	-3.3%	-2.7%[57.1 µM]	-20.5%	Cc1ccc(C2=NS(=O)(=O)N(C)C(C(=O)NC3CCCC3)=C2)cc1	-2.0%[57.1 µM]	-9.2%	1.4%	0.1%	0.0
61.5%[activator]	i	-11.9%	?	CC(C)(C)OC(=O)C[C@@H]1C/C=C\C[C@H](CC(=O)N[C@H](CO)Cc2ccccc2)C(=O)N2CCC[C@H]2COC1=O	-25.6%	6.1%	-2.3%	-2.7%	-1.9
46.3%[activator]	-6.9%	1.2%	-19.6%	CCc1nc2sc3c(Cl)ncnc3c2c2c1CCCC2	1.0%	0.8%	-7.1%	7.2%	-5.0
36.7%	1.5%	0.3%	34.6%[activator]	NC(=O)C(=O)N/N=C/c1c2ccccc2cc2ccccc12	25.6%	-0.1%	8.7%	17.4%	-4.9
31.7%	5.8%	-6.4%	-33.4%	CC1(C(=O)NCc2cc(F)cc(C(F)(F)F)c2)C=CC2(CCCCC2)N1C(=O)c1ccccc1 (stereo unspecified)	6.7%	-14.6%	-0.1%	-0.5%	-0.1
33.3%	i	8.6%[11.4 µM]	?	Cc1cc(C)nc(/N=C(\NC(=O)C(C)(C)C)Nc2ccccc2)n1	13.5%[11.4 µM]	0.1%	5.4%	-0.2%	0.2

An excerpt (hit frequency here may not be typical).
